sEH act: increases human soluble epoxide hydrolase activity | activation, % at 2 µM | purified human sEH enzymatic activity, activator screen | actives 0.04% (n = 91,000) | P34913; in the data active = activation above about 37%; also: values of inactives mirror those of a sister screen read the other way
F-actin modifier: cytoskeleton assembly modification; inhibition, % at 2 µM; actives 0.18% (n = 91,000); HUVEC TNFa F-actin phalloidin imaging, high content;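 active = inhibition above the batch mean plus 3 SD and confirmed as a hit by visual image inspection, cut at about 30% in these data, passing the limit was not always enough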; also: strong numbers were not always called active
Candida biofilm: kills Candida albicans biofilms; C. albicans biofilm + clotrimazole, Alamar Blue; actives 0.14% (n = 85,000); inhibition, % at 6 µM;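 active = inhibition above 20%; inactive = inhibition below 20%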;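 also: preformed 24 hr biofilms exposed to compound for 48 hr; 0% = biofilm without compound and 100% = blank killed by clotrimazole plus chlorhexidine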
HUVEC tox TNFa: toxic to HUVEC cells under TNF alpha stimulation; HUVEC TNFalpha-stimulated, Hoechst cell count, imaging; cell count reduction, % at 2 µM; actives 0.17% (n = 93,000);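 active = cell count reduction exceeding the screen mean by over 5 SD, scaled to untreated wells per plate, cut at about 78% in these data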;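 also: cells counted after 24 h of TNF alpha exposure following the 1 h pretreatment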
sEH inh: blocks human soluble epoxide hydrolase activity; P34913; AID 707; actives 0.34% (n = 91,000); inhibition, % at 2 µM; recombinant human sEH enzymatic activity assay; in the data active = inhibition above about 80%; also: values of inactives mirror those of a sister screen read the other way; many of its hits are not listed in these tables
IL1B cytotox: HUVEC cytotoxicity counter-screen, IL-1B stimulated | actives 0.41% (n = 94,000) | cell count reduction, % at 2 µM | HUVEC cell count loss, Hoechst imaging;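 active = cell count reduction more than 3 SD above the screen-wide mean, cut at about 70% in these data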;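 also: normalized per plate to untreated control cells as the no-loss baseline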
Smad3 FoxH1 inh: inhibitors of human Smad3 transcription factor binding; P84022; TR-FRET Smad3/Dy647-FoxH1 peptide binding, europium anti-His; inhibition, % at 25 µM; actives 0.29% (n = 88,000); AID 630;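 active = compounds that reduce the energy-transfer binding signal between the protein and its labelled peptide by more than half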;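 also: 0% = Smad3 plus labelled peptide maximal FRET and 100% = peptide-only background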
Target sequence (P84022 whole entry, looked up): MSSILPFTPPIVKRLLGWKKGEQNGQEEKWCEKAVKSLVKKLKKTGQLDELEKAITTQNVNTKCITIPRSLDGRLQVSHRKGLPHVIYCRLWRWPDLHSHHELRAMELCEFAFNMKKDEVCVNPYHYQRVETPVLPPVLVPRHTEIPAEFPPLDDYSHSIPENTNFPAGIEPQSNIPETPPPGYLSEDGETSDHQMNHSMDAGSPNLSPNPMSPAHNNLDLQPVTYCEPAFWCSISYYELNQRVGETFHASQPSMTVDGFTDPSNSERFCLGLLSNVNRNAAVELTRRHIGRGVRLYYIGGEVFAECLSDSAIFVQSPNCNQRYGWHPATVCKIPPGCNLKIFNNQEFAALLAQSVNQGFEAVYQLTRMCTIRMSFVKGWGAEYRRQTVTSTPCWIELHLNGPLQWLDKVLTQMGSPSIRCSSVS
ERb coact inh: ER-beta (human) coactivator binding inhibition; Q92731; actives 1.3% (n = 86,000); inhibition, % at 25.6 µM; AID 633; TR-FRET ER-beta LBD / SRC1-Cy5 peptide binding; receptor agonist-loaded with 1 µM estradiol;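 active = compounds whose percent inhibition of the receptor-coactivator binding signal exceeds about 50% in the single-dose screen, limit read from the data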;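 also: 0% = receptor plus peptide wells without compound and 100% = peptide-only wells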
Target sequence (Q92731 whole entry, looked up, the tested form may be a part): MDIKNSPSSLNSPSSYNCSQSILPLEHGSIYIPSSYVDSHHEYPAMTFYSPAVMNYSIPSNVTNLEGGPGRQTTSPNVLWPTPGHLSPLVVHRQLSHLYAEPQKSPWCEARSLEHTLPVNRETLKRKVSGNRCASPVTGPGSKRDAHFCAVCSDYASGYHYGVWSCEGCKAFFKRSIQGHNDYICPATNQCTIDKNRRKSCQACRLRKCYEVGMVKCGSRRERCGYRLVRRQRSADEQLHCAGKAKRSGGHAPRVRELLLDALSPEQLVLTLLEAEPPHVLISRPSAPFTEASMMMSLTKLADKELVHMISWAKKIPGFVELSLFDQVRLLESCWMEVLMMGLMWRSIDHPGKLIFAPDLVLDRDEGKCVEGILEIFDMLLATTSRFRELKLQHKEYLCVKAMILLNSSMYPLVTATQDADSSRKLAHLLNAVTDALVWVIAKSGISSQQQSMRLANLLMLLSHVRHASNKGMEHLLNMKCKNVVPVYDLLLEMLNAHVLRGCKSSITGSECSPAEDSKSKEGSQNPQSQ
VCAM1 TNFa inh: reduces TNF alpha induced VCAM1 expression in HUVEC | HUVEC TNFa-induced VCAM-1 immunofluorescence, high-content imaging | inhibition, % at 2 µM | actives 0.48% (n = 95,000);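 active = inhibition above the batch mean plus 3 SD, with images confirmed as a hit by eye, cut at about 37% in these data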;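 also: 0% = TNF-stimulated DMSO wells and 100% = unstimulated control wells; not every result past the cut was called active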
An asterisk follows results filed as active; x = no result given; [ ] = dose if it differs, or a comment. This is a subset, so the mix of outcomes need not match the whole.

Below each SMILES: VCAM1 TNFa inh	ERb coact inh	HUVEC tox TNFa	sEH act	F-actin modifier	IL1B cytotox	Candida biofilm	sEH inh	Smad3 FoxH1 inh
COc1ccc(/C=N/NC(=O)CN2CCS(=O)(=O)CC2)cc1
 : -4	x	-25	2	21	-62	x	-4	x
Cc1ccccc1Nc1nc(N)nc(CN2CCN(c3ccccn3)CC2)n1
 : 6	18	2	-1	0	-40	8	-1	7
Cc1cc(N/C=C/C(=O)c2ccc(Br)cc2)no1
 : 15	33[fluorescence artefact?]	0	20	0	13	-4	-17	13
O=C(NCCCn1ccnc1)c1cn(-c2ccccc2)nc1-c1ccccc1
 : 11	-10	-10	9	1	16	3	-8	-3
CCOc1ccccc1C(=O)NCc1ccco1
 : -19	23	21	-4	10	-19	7	5	-3
CCC(=O)NC(=S)Nc1cccc(NC(=O)c2ccccc2Cl)c1
 : 8	x	-5	13	16	5	x	-12	x
CC(=O)Nc1ccc(C(=S)NCc2ccco2)cc1
 : -24	x	-29	-7	6	4	x	8	x
CCS(=O)(=O)N1CCCC(C(=O)N2CCc3ccccc3C2)C1 (stereo unspecified)
 : -27	1[fluorescence artefact?]	-24	2	14	-1	9	0	8[fluorescence artefact?]
CCn1cc(S(=O)(=O)CC(=O)Nc2cc(C)on2)c2ccccc21
 : 3	-5	0	x	-10	-9	2	x	-2
CCOC(=O)N1CCC(NC(=O)CCC(=O)N2CCOc3ccccc32)CC1
 : 1	-2	-21	-30	x	-28	1	31	-6
CCn1c2ccccc2c2cc(NC(=O)c3cc(OC)c(OC)c(OC)c3)ccc21
 : 95*	x	71	-7	-4	53	x	10	x
COc1cccc(C(=O)NC(=S)Nc2ccc(N3CCCC3)cc2)c1
 : 14	x	-15	3	-8	8	x	-2	x
CC(C)N(Cc1nc(-c2ccccc2)no1)C(=O)CN1C(=O)c2ccccc2C1=O
 : -14	-18[fluorescence artefact?]	-1	0	-4	26	4	3	4
O=S(=O)(/N=C(/Nc1ccccc1F)c1ccccc1)c1ccccc1
 : -1	x	-9	4	-24	-18	x	-6	x
CCCc1nc(SCC(=O)N2CCCC2)c2ccccc2n1
 : 19	-9[fluorescence artefact?]	-32	0	19	13	4	-3	9
COc1ccc(C(=O)n2nc(-c3ccc(C)cc3)nc2N)cc1OC
 : -10	13	-7	6	-4	-19	5	-4	-3
Cc1ccccc1-c1nc(CS(=O)(=O)CC(=O)N2CCc3ccccc32)c(C)o1
 : 12	x	10	1	-12	18	x	-1	x
Nc1c(N2CCN(c3ccccc3)CC2)c2ccccc2oc1=O
 : -11	5	-14	2	18	1	8	-1	-3
COC(=O)c1cn(C(=O)c2cccs2)c2ccccc12
 : 12	-2	-23	-4	-5	95*	-1	4	6[fluorescence artefact?]
N/C(Cc1cccs1)=N\OC(=O)COc1ccc(Br)cc1
 : 13	-4	-16	-3	5	3	2	4	13
Cc1cc(C)n(Cc2ccccc2)c(=O)c1S(=O)(=O)c1ccccc1
 : 6	x	-12	-11	-20	-15	x	11	x
O=C(CCCn1c(=O)[nH]c2cc(Cl)ccc2c1=O)N1CCN(c2ccc([N+](=O)[O-])cc2)CC1
 : -18	x	12	0	23	3	x	4	x
COc1ccc(/C=N/NC(=O)c2cc(-c3ccc(C)cc3C)nc3ccccc23)cc1COC(C)=O
 : 2	x	-1	-7	-10	-49	x	8	x
CCc1ccccc1NS(=O)(=O)c1ccc(SC)cc1
 : 12	3	-19	-11	6	-11	0	11	-2
CC(C)CC1NC(=S)N(C2CCCCC2)C1=O (stereo unspecified)
 : -8	x	-1	-3	-5	-12	x	2	x
O=C(CS(=O)(=O)Cc1ccccc1)N1CCc2ccccc2C1
 : 7	-3	-17	2	4	-94	0	-7	-1
Cc1ccc2c(c1)Sc1ccccc1CC2=O
 : -3	x	3	14	-19	-52	x	-16	x
Cc1sc2ncnc(N3CCN(CCOc4ccc(Cl)cc4)CC3)c2c1C
 : -20	-5	28	-2	x	-7	3	0	-18
Cc1nn(-c2ccccc2)c2c1C(c1ccc(O)c(O)c1)N1C(=N2)C(Nc2ccccc2)=Nc2ccccc21 (stereo unspecified)
 : 3	31	-13	-3	0	-7	8	6	0
CCn1c2c(c3cc(Cl)ccc31)CCCC2=O
 : -3	-6	-3	x	-20	2	9	x	-13
CN(Cc1cc(=O)[nH]c2ccccc12)C(=O)c1ccccc1
 : 30	-11	34	-1	0	-74	10	-1	9
Cc1c(Cl)cccc1NC(=O)COc1ccc(S(=O)(=O)N2CCOCC2)cc1
 : 14	-1	-7	11	x	7	0	-13	1
CCC(C)(C(=O)NC1CCCC1)N(C(=O)c1cnccn1)c1c(C)n(C)n(-c2ccccc2)c1=O (stereo unspecified)
 : -5	0	6	12	1	-5	2	-17	1
Cc1cc(NS(=O)(=O)c2ccc(NC(=O)C(C)Oc3ccc(Cl)cc3)cc2)no1 (stereo unspecified)
 : 3	-7[fluorescence artefact?]	-7	10	26	-12	4	-8	-7
COCc1cc(C)nc2sc(C(=O)OC(C)C)c(N)c12
 : -12	-7	-10	5	2	24	9	-3	10
CCC(C)C(=O)Nc1cc(OC)c(OC)cc1C(=O)O (stereo unspecified)
 : 9	-10	-15	5	12	-7	2	0	0[fluorescence artefact?]
Cc1onc(-c2c(Cl)cccc2Cl)c1C(=O)Nn1cnnc1
 : 12	1	-26	-5	10	-11	0	5	-17
O=C1c2ccccc2C(=O)N1CCOc1ccccc1
 : 25	-5	-6	4	-33	x	5	-2	-2
C[C@H](NC(=O)OC(C)(C)C)C(=O)NCC1CCC(C(=O)O)CC1 (stereo partly specified)
 : 0	-6	-22	7	4	-9	-2	-9	-10
Cc1cccc2cc(C(c3nnnn3Cc3ccc4c(c3)OCO4)N3CCCC3)c(=O)[nH]c12 (stereo unspecified)
 : 2	4	-2	-6	5	-2	1	5	8
O=C(NCc1ccco1)C(c1ccco1)N(Cc1cccs1)C(=O)Cn1nnc2ccccc21 (stereo unspecified)
 : -4	8	-3	10	8	13	5	-7	0
Cc1cc2nc(-c3cccc(NC(=O)c4ccc(Br)o4)c3)oc2cc1C
 : 9	7[fluorescence artefact?]	-10	-10	x	-23	6	7	3
COc1ccc(Cc2nnnn2CC(=O)O)cc1
 : -18	-3	-1	6	-20	-3	4	-6	-7
COCCNC(=O)C(c1ccc(F)cc1)N(CC1CCCO1)C(=O)CCC(=O)Nc1ccccn1 (stereo unspecified)
 : -14	-14	-29	3	-1	-13	-4	-3	2
COc1ccc(CC(=O)Nc2ccc(-c3nc4cc(C)ccc4o3)c(O)c2)cc1OC
 : -15	53*[fluorescence artefact?]	-18	-11	6	-8	8	12	-70[fluorescence artefact?]
O=C(NNC(=O)c1ccc(O)cc1O)c1ccc(Cl)cc1
 : -5	x	-25	-2	26	-18	x	5	x
Cc1ccc2c(c1)cc(C)c1nnc(SCC(=O)NCc3ccco3)n12
 : -6	20	4	-10	29	-42	10	10	1
CC(C)SCCCCOc1ccc2ccccc2c1
 : 1	x	-10	-36	-19	-1	x	38	x
CN(C)c1ncc(S(=O)(=O)c2ccc(Cl)cc2)c(-c2ccc(Cl)cc2Cl)n1
 : 12	x	5	5	-19	-1	x	-3	x
O=C1NCCN1CCNS(=O)(=O)c1ccc2ccccc2c1
 : -2	-8	-41	-4	27	-23	1	5	0
Cn1c(C(=O)NCCc2ccsc2)cc2c(=O)n(C)c3ccccc3c21
 : 4	6[fluorescence artefact?]	-1	-42	-11	17	7	42	-4
CC(C)OCC1CC(CC(=O)NC(=S)Nc2cccc([N+](=O)[O-])c2)C(=O)O1 (stereo unspecified)
 : 11	0[fluorescence artefact?]	-28	-9	15	-14	8	12	5
Nc1nnc(SCC(=O)Nc2ccc(F)c(Cl)c2)n1-c1ccccc1
 : 9	0	10	-8	13	-18	4	9	-8
O=C(NCc1ccccn1)c1cc(-c2ccccc2Cl)on1
 : -8	-17	-21	6	13	-14	-5	-4	-2
CNc1oc(-c2ccc(Cl)cc2)nc1C#N
 : -6	3	-28	-2	56	-16	0	0	-2
CC(C)c1ccc(C(CC(=O)c2ccc(Cl)cc2)C(=O)O)cc1 (stereo unspecified)
 : 7	x	-13	1	-21	-28	x	1	x
Cc1cccc(C)c1OCc1n[nH]c(=S)o1
 : 6	-9	-1	3	1	-10	7	-2	3
CCSC1=C(C#N)C(c2ccccc2Cl)C(C(=O)c2cccs2)C(O)(C(F)(F)F)N1 (stereo unspecified)
 : 5	x	-24	5	23	-6	x	-8	x
CCOC(=O)c1cc2ccccc2nc1C
 : -9	0	-12	3	-7	-56	2	-2	2
O=C(O)CC(C(=O)Nc1ccc(Cl)c(Cl)c1)C1CCCO1 (stereo unspecified)
 : -9	0[fluorescence artefact?]	14	-8	-10	1	6	9	-1

Arranged by number of heavy atoms (rising): part of the list above.
Below each SMILES: VCAM1 TNFa inh	ERb coact inh	HUVEC tox TNFa	sEH act	F-actin modifier	IL1B cytotox	Candida biofilm	sEH inh	Smad3 FoxH1 inh
O=C(O)CC(C(=O)Nc1ccc(Cl)c(Cl)c1)C1CCCO1 (stereo unspecified)
 : -9	0[fluorescence artefact?]	14	-8	-10	1	6	9	-1
Cc1onc(-c2c(Cl)cccc2Cl)c1C(=O)Nn1cnnc1
 : 12	1	-26	-5	10	-11	0	5	-17
Nc1nnc(SCC(=O)Nc2ccc(F)c(Cl)c2)n1-c1ccccc1
 : 9	0	10	-8	13	-18	4	9	-8

(cont.)
Below each SMILES: VCAM1 TNFa inh	ERb coact inh	HUVEC tox TNFa	sEH act	F-actin modifier	IL1B cytotox	Candida biofilm	sEH inh	Smad3 FoxH1 inh
O=C(CSc1nnc(-c2ccc(Cl)cc2)n1Cc1ccco1)c1cccs1
 : -1	x	-8	2	-10	18	x	-3	x
Cc1cccc(CCNC(=O)C2CCN(S(=O)(=O)c3c(C)noc3C)CC2)c1
 : -9	-2	-8	-11	x	-5	2	8	2
O=C(Nc1ccccc1C(=O)NCc1ccccc1)c1ccccc1
 : 3	x	18	9	-16	-10	x	-8	x
COc1ccc(C(CNC(=O)c2ccc(N3CCCC3=O)cc2)N(C)C)cc1 (stereo unspecified)
 : -2	8	-14	-4	-18	x	0	6	-13
CCOC(=O)/C(C#N)=C/NC(=O)NC(C)(C)C
 : 4	-10[fluorescence artefact?]	-30	5	x	7	5	-8	7
O=C(CCc1nc(-c2cccs2)no1)NCc1ccc(F)cc1Cl
 : 1	-8	-18	-53	8	-9	5	52	4
CCn1c(NC(=O)c2ccc(C)cc2)c2ccccc2nc1=O
 : -6	x	9	9	3	-3	x	-11	x
CO/N=C/NC(=O)NOCc1ccc(Cl)cc1Cl
 : -1	9	-4	-6	9	-40	7	7	-10

Assay outcomes: PubChem BioAssay, several laboratories
